# TrxR1 substrate – qHTS Assay for Substrates of Mammalian Selenoprotein Thioredoxin Reductase 1 (TrxR1): qHTS; Potency, µM (top dose mostly 114 µM), inactives show at the top dose activity change, negative = substrate turnover; purified TrxR1 substrate turnover, NADPH consumption readout; Thioredoxin reductase 1, cytoplasmic (Rattus norvegicus), O89049; 0.01% of 390,000 active; further: potency means the concentration at half of the fitted maximal effect; on the % scale 0 is the no-effect control and ±100 the full control effect; nearly all actives have a fitted effect of over 50% in size
#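 Rat TrxR1, dispensed at 90 nM, was prereduced with 400 uM NADPH (final) for 5 min at ~22 deg C, then incubated with compound 15 min before 400 uM selenite. A first-read NADPH fluorescence drop versus no-compound background flagged substrates.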
# TRHR enhancer – qHTS for Small Molecule Agonists and Allosteric Enhancers of Human TRH Receptor: Primary Screen for Enhancers; Thyrotropin-releasing hormone receptor (Homo sapiens), P34981; TRHR cells, fluo-8 calcium fluorescence, EC20 TRH enhancement; enhancement, % at 2 µM; 0.66% of 360,000 active; AID 493056, 2011; in the data active means enhancement above about 30%; further: 0% is about no effect
#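 TRHR-expressing cells loaded with fluo-8 calcium dye were read kinetically (ex 480/em 530) during compound addition, then stimulated with an EC20 of TRH (10 nM final). Enhancement of the Gq-mediated intracellular calcium response was scored.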
# D2 ag – HTS Assay for Allosteric Agonists of the Human D2 Dopamine Receptor: Primary Screen for Agonists; D(2) dopamine receptor (Homo sapiens), P14416; HEK293 T-REx D2 cells, calcium flux agonist mode; activation, % at 2 µM; 0.53% of 340,000 active; AID 485358, 2010;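 active means activation over 3 SD above normal in the single-dose calcium agonist read, cut at about 30% in these data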; further: 0% is about no effect
#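 Agonism is scored from calcium flux in a force-coupled, inducible HEK293 cell line expressing D2, read kinetically for 180 s after compound addition against dopamine controls.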
# rTrxR1 inhibitor – qHTS Assay for Inhibitors of Mammalian Selenoprotein Thioredoxin Reductase 1 (TrxR1): qHTS; recombinant rTrxR1, NADPH fluorescence consumption, selenite substrate; Potency, µM (top dose mostly 114 µM), without a hit: at the highest dose activity change, negative = inhibition, hits mostly inhibitors; 1% of 390,000 active; AID 588453, 2011; further: potency means the concentration at half of the fitted maximal effect; on the % scale 0 is the no-effect control and ±100 the full control effect; nearly all actives have a fitted effect of over 65% in size
#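 Rat TrxR1 (90 nM in the dispensed reagent) was pre-reduced with 400 uM NADPH for 5 min at room temperature, then incubated with compound for 15 min. After 400 uM selenite was added, NADPH fluorescence (Ex 340/Em 450 nm) was followed for 8 min.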
# D2 antagonist – HTS Assay for Allosteric Antagonists of the Human D2 Dopamine Receptor: Primary Screen for Antagonists | inhibition, % at 10 µM | AID 485344, 2010 | 2% of 340,000 active | HEK293 TREx D2 cells, calcium flux, dopamine EC80 | D(2) dopamine receptor (Homo sapiens), P14416; in the data active means inhibition above about 30%; further: 0% is about no effect
#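 Dopamine at EC80 is the agonist stimulus; test compounds precede it by 180 s. Calcium flux read kinetically in a force-coupled, inducible HEK293 T-REx D2 cell line.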
# PI4K2A block – qHTS for small molecular inhibitors of PI4K2A. Phosphatidylinositol 4-kinase type 2-alpha (Homo sapiens), Q9BTU6. purified PI4K2A, ADP-Glo luminescence, 1 h; hits give low values. activity change, negative = inhibition, % at 76.9 µM. 0.13% of 420,000 active. AID 1346378, 2018; in the data active means activity change below about -50%; inconclusive means mostly about -30% to -49%;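 further: -100% = wells without enzyme as full effect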
#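 Compounds are screened against recombinant PI4K2A using PI as substrate and ATP, the latter dispensed at 300 microM. Reactions run one hour at ambient temperature before ADP-Glo detection; full inhibition defined by wells lacking enzyme.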
# IDH1 R132H inh – qHTS for Inhibitors of mutant isocitrate dehydrogenase 1 (IDH1): qHTS. IDH1-R132H enzyme, NADPH consumption, diaphorase/resazurin fluorescence. AID 602179, 2012. 0.093% of 390,000 active. Isocitrate dehydrogenase [NADP] cytoplasmic (Homo sapiens), O75874. Potency, µM (doses to about 76.6 µM), without a hit: at the top dose activity change, negative = inhibition, most hits filed as inhibitors; further: potency means the concentration at half of the fitted maximal effect; on the % scale 0 is the no-effect control and ±100 the full control effect; nearly all actives have a fitted effect of over 65% in size
#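 IDH1-R132H (0.5 ug/mL dispensed) in pH 7.5 Tris buffer was preincubated 30 min with compound, then given a substrate mix of 0.016 mM NADPH and 2 mM alpha-KG for 80 min at room temperature; remaining NADPH was read by diaphorase/resazurin fluorescence.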
# USP1-UAF1 inh – Inhibitors of USP1/UAF1: Primary Screen. Ubiquitin carboxyl-terminal hydrolase 1 (Homo sapiens), O94782. AID 743255, 2014. 0.23% of 390,000 active. Potency, µM (titrated, usually from 57.1 µM), without a hit: at the highest dose activity change, negative = inhibition, hits mostly inhibitors. recombinant USP1/UAF1, Ub-Rhodamine cleavage fluorescence; further: potency means the concentration at half of the fitted maximal effect; on the % scale 0 is the no-effect control and ±100 the full control effect; nearly all actives have a fitted effect of over 60% in size; inactives centre near -12
# Target sequence (O94782 whole entry, looked up): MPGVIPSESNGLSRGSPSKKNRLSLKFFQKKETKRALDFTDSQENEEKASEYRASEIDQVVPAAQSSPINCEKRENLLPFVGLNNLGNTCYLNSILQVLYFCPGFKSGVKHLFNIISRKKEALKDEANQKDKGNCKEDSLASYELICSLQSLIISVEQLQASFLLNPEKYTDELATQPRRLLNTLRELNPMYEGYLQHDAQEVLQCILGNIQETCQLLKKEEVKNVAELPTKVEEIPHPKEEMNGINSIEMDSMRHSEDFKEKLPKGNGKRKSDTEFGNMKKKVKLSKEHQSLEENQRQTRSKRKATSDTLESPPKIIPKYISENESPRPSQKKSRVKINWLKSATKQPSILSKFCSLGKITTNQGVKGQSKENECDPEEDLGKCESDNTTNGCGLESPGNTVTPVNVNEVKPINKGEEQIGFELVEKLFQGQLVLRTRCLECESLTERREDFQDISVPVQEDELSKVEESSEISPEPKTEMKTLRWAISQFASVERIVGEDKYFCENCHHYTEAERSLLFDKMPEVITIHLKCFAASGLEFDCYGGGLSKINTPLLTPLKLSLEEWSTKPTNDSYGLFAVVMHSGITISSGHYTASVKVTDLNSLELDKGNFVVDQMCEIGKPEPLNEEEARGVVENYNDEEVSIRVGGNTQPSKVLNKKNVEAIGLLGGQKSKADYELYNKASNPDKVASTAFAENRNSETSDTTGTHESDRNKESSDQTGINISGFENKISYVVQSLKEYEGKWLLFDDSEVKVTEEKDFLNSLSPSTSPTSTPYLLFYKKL
#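 In this screen, compounds sit with the deubiquitinase complex (1nM) for 15 min at room temperature before Ub-Rho is added at 150nM final. Fluorescence rise is then followed for 6 reads every 60 seconds.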
# TRHR ag – qHTS for Small Molecule Agonists and Allosteric Enhancers of Human TRH Receptor: Primary Screen for Agonists | TRHR cells, calcium flux fluo-8, FDSS agonist mode | activation, % at 2 µM | 0.18% of 360,000 active | AID 493084, 2011; in the data active means activation above about 30%; further: 0% is about no effect
#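 Fluo-8-loaded TRHR cells; 10 s baseline, compound added, kinetic Ca2+ fluorescence read 1/s, agonist mode.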
# Active calls of the source: *; ? = inconclusive; / = not tested or not shown; & = joins results of further samples; [ ] = another dose, or the depositor's remark. Unless noted, the call rests on the fitted dose curve; in most records, active means well fitted inhibition curve with a large enough effect; inconclusive means small, poorly fitted or top-dose-only effect; inactive means no such curve, though single readings can be large or run the other way. Rows were taken by chance (roughly 3.9% active in at least one column).
SMILES,TrxR1 substrate,TRHR enhancer,D2 ag,rTrxR1 inhibitor,D2 antagonist,PI4K2A block,IDH1 R132H inh,USP1-UAF1 inh,TRHR ag
COc1ccc(C[C@H]2CN3C(=NC[C@H]3Cc3ccccc3)N2CCNC(=O)c2ccc(C)c(Br)c2)cc1,7.5%[57.1 µM],8.2,-0.4,22.7%[57.1 µM],-5.4,-3.8,-6.2%,4.4%,1.3
CCOc1ccc2nc(N3CCCC(C(=O)Nc4ccccc4CC)C3)sc2c1 (stereo unspecified),6.7%,10.1,/,20.0%,/,-0.2,11.0%,-21.2%,0.0
CC(C)N(Cc1ccccc1)C(=O)c1cccs1,-4.7%,-1.9,-0.3,5.8%,-2.7,1.8,-3.6%,-20.3%,-0.3
N[C@@H](Cc1ccc(O)c(O)c1)C(=O)O,7.6%[57.1 µM],/,/,?,/,-2.5&0.8,-8.1%,18.2%,/
Cc1ccc2[nH]c(=O)c(CN(CCCO)S(=O)(=O)c3c(C)ccc4nsnc34)cc2c1,-8.8%,-2.5,0.4,6.2%,-2.9,-1.8,1.4%,-22.5%,-0.2
COc1ccc(OC)c(NC(=O)CSc2nnnn2C2CCCC2)c1,-5.4%[57.1 µM],1.2,-0.7,14.3%[57.1 µM],-8.9,-1.7,-1.8%,-22.5%,-0.5
CCNc1c(NS(=O)(=O)c2ccc(OC)cc2)c(=O)oc2ccccc12,2.6%[57.1 µM],6.6,0.2,5.2%[57.1 µM],-13.9,0.6,6.0%,-19.1%,-0.2
O=C(COC(=O)c1cc(=O)c2ccccc2o1)NCC1CCCCC1,9.1%[57.1 µM],-1.8,-0.6,14.1%,-0.3,15.4,20.6%,-18.4%,-0.2
CC(=O)c1cccc(NC(=O)c2c(-c3ccccc3)c(-c3ccccc3)nn(C)c2=O)c1,-4.2%,7.9,-0.8,4.1%,/,3.2,0.0%,-4.0%,-0.9
Cc1nn(-c2ccc(C(=O)O)cc2)c(=O)c2ccccc12,8.3%[57.1 µM],8.8,-0.3,7.3%[57.1 µM],-9.3,-1.3,-0.3%,-3.5%,-0.7
CC1CCCCC1NC(=O)CCc1nc2sc3c(c2c(=O)[nH]1)CCCC3 (stereo unspecified),2.9%,2.7,/,7.7%,/,-3.3,5.1%,-6.9%,-0.3
CCCCNC(=S)N=Nc1c(O)n(Cc2ccccc2)c2ccccc12,-14.7%,1.4,0.6,-14.5%,4.7,-2.8,-1.9%,-12.0%,0.2
CCN(CC)C(=O)/C(=C/c1ccc(F)cc1)NC(C)=O,-4.0%,-0.7,/,1.2%,/,-3.6,3.7%,-17.3%,0.6
Cc1cc(C)cc(OCC(=O)Nc2ccc(-n3cnnn3)cc2)c1,-1.4%,1.9,-2.6,13.9%,-6.8,-5.0,2.9%,-19.5%,-0.5
CCN(CC)C(=O)c1ccc2c(c1)N(Cc1ccccc1F)C(=O)c1ccccc1S2=O (stereo unspecified),3.4%,1.8,-1.5,17.9%,/,-0.5,15.1%,-22.0%,0.1
COC(=O)C1=C(C)Nc2nc3ccccc3n2C1c1ccccc1F (stereo unspecified),-10.5%,1.1,-0.4,-23.0%,-1.0,1.0,-5.4%,-19.2%,-0.9
CCn1c(COc2ccc(Cl)c(C)c2)nnc1SCC(=O)N1CCCC1,7.7%,1.4,-0.5,17.6%,28.1,-0.5,3.7%,-18.2%,-0.1
O=C(Nc1ccccc1)N1CCCC(CNS(=O)(=O)Cc2ccccc2)C1 (stereo unspecified),7.6%[57.1 µM],-3.6,0.6,7.1%[57.1 µM],-0.7,-3.9,0.3%,-3.3%,-0.1
Cc1ccc(NC(=O)CCCNC(=O)c2ccc(Cl)cc2)cc1S(=O)(=O)N1CCCCC1,-6.7%,-4.5,-1.9,15.3%,2.5,-1.7,-2.1%,-12.8%,-0.1
c1ccc(OCCSc2nnnn2C2CCCCC2)cc1,7.8%[57.1 µM],-1.6,0.1,14.0%[57.1 µM],-8.1,3.5,3.4%,-17.1%,-0.2
Cc1nn(C/C(C#N)=N\O)c(C)[n+]1N,-2.6%,2.0,/,2.5%,/,-2.7,-2.3%,3.1%,0.2
COc1ccc(NC(=O)CN(C)C(=O)c2ccc(S(=O)(=O)Nc3ccccc3C)cc2)cc1,-2.6%,-4.0,-0.3,-7.3%,-2.7,0.9,-0.1%,?,0.2
COc1ccccc1CN1CC(C(=O)N(C)Cc2ccncc2C)CCC1=O (stereo unspecified),8.5%,4.2,0.5,9.2%,10.0,1.3,1.1%,-17.7%,0.1
COC(=O)C(OC(=O)c1ccccc1)C(C)Br (stereo unspecified),5.0%,0.0,-0.8,9.1%,-4.4,1.1,5.9%,?,-1.3
CC(C)(C)c1nnc(NS(C)(=O)=O)s1,6.9%,/,/,16.2%,/,0.1,3.7%,-6.7%,/
# Next entries.
SMILES,TrxR1 substrate,TRHR enhancer,D2 ag,rTrxR1 inhibitor,D2 antagonist,PI4K2A block,IDH1 R132H inh,USP1-UAF1 inh,TRHR ag
Nc1ccc(OCCCc2c(N)nc(N)nc2N)cc1,8.3%[57.1 µM],8.7,-0.9,4.3%[57.1 µM],6.4,-1.7,1.3%,-21.9%,0.5
Cc1csc(=O)n1CC(=O)OCC(=O)Nc1cc([N+](=O)[O-])ccc1Cl,-13.6%,-7.1,-0.4,-13.4%,13.3,-0.3,3.7%,-3.3%,-0.2
CCc1cc2cc(C)ccc2nc1SCC(=O)NC1CCCC1,-10.3%[57.1 µM],-8.5,-0.3,36.3%[activator][57.1 µM],1.3,9.6,4.3%,-24.1%,0.7
C=CCn1c(-c2oc3nc(-c4ccccc4)cc(-c4ccccc4)c3c2N)n[nH]c1=S,3.9%,0.0,/,-27.2%,/,9.1,-2.2%,-10.3%,4.4
O=C(O)CCNC(=O)COc1ccc2c3c(c(=O)oc2c1)CCCC3,117.8%[activator],-5.1,0.5,20.5%,7.5,-3.8,-10.4%,-12.9%,-0.2
Cc1ccc(CNC(=O)Nc2ccccc2)n1C,11.3%,-5.5,-0.1,?,21.5,-9.0,-3.7%,-23.1%,0.6
CCCCN(Cc1ccccc1)S(=O)(=O)c1ccc2c(c1)n(C)c(=O)c(=O)n2C,17.6%,9.3,0.7,23.8%,-7.3,1.6,-1.6%,-5.1%,-0.5
COc1ccc(C2/C(=C(/O)c3ccccc3)C(=O)C(=O)N2c2ccccn2)cc1OC (stereo unspecified),-9.0%,17.0,1.2,4.5%[57.1 µM],-20.0,1.7,-6.2%,-11.0%,0.4
Cc1nc2nc(-c3ccccc3)cn2nc1C,260.9%[activator],2.6,0.2,-12.9%,20.9,-1.5,3.1%,-17.4%,0.6
Cc1ccc(Nc2nc(-c3c(C)nc4ccccn34)cs2)cc1,-1.1%,-9.3,-0.5,-7.6%,-23.7,2.7,-7.3%,-11.6%,-0.6
CCN(CC)c1ccc(/C=C/c2cc(-c3ccccc3)c3ccccc3n2)cc1,-8.9%,27.7,53.8*,-12.9%,43.3*,-2.0,0.9%,264.1%[activator],88.8*
CCOc1cccc(-c2nnc3sc(-c4cccs4)nn23)c1,-4.5%,8.3,-0.6,7.2%,-5.2,0.4,-2.2%,-0.1%,-0.3
N#CC1(NC(=O)CN2CCN(S(=O)(=O)c3ccccc3F)CC2)CCCC1,-2.0%,-0.5,0.0,-5.4%,-18.5,-0.4,-0.3%,-9.7%,0.2
COc1cc(/C=C(\C#N)C(=O)NCC2CCCO2)cc(OC)c1OC (stereo unspecified),-9.4%,-0.3,1.2,?,-1.3,2.3,-11.1%,-15.4%,1.4
COc1ccc(C2C(=O)N(C3CCCCC3)CC(=O)N2CCC2=CCCCC2)cc1 (stereo unspecified),1.6%[57.1 µM],13.7,-0.2,14.5%[57.1 µM],/,0.9,0.0%,-7.9%,-0.5
Cc1cc(NC(=O)CCC(=O)N(CC(=O)NCC2CCCO2)c2ccc(C(C)C)cc2)no1 (stereo unspecified),-8.4%,-5.9,-0.1,13.8%[57.1 µM],6.6,-0.6,-1.1%,-24.9%,0.2
O=C(CSc1nnnn1C1CCCC1)N1CCCc2ccccc21,5.2%,-0.9,0.3,6.3%,4.9,0.3,0.0%,-11.0%,-0.7
Cc1c(/C(O)=C2/C(=O)C(=O)N(CCN3CCOCC3)C2c2ccco2)cnn1-c1ccccc1 (stereo unspecified),-11.1%,/,/,?,/,0.2,-2.0%,-15.8%,/

# Compound profiles, from the list above. Order of values: TrxR1 substrate	TRHR enhancer	D2 ag	rTrxR1 inhibitor	D2 antagonist	PI4K2A block	IDH1 R132H inh	USP1-UAF1 inh	TRHR ag
# `Cc1nc2nc(-c3ccccc3)cn2nc1C` is listed with 260.9%[activator]	2.6	0.2	-12.9%	20.9	-1.5	3.1%	-17.4%	0.6
# `CCOc1cccc(-c2nnc3sc(-c4cccs4)nn23)c1` is listed with -4.5%	8.3	-0.6	7.2%	-5.2	0.4	-2.2%	-0.1%	-0.3
# `Cc1cc(NC(=O)CCC(=O)N(CC(=O)NCC2CCCO2)c2ccc(C(C)C)cc2)no1` (stereo unspecified) is listed with -8.4%	-5.9	-0.1	13.8%[57.1 µM]	6.6	-0.6	-1.1%	-24.9%	0.2
# `O=C(CSc1nnnn1C1CCCC1)N1CCCc2ccccc21` is listed with 5.2%	-0.9	0.3	6.3%	4.9	0.3	0.0%	-11.0%	-0.7

# Compound activity: PubChem, National Center for Advancing Translational Sciences (NCATS)
